# Bioassay records from PubChem BioAssay.
# hcGAS inh = inhibitors of human cGAS; Q8N884; recombinant h-cGAS, ATP depletion, Kinase-Glo luminescence; inhibition, % at 12.5 µM; 290,000 tested, 0.081% active;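 note: 0% = vehicle reaction and 100% = reaction without DNA for no activity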
# Target sequence (Q8N884 whole entry, looked up): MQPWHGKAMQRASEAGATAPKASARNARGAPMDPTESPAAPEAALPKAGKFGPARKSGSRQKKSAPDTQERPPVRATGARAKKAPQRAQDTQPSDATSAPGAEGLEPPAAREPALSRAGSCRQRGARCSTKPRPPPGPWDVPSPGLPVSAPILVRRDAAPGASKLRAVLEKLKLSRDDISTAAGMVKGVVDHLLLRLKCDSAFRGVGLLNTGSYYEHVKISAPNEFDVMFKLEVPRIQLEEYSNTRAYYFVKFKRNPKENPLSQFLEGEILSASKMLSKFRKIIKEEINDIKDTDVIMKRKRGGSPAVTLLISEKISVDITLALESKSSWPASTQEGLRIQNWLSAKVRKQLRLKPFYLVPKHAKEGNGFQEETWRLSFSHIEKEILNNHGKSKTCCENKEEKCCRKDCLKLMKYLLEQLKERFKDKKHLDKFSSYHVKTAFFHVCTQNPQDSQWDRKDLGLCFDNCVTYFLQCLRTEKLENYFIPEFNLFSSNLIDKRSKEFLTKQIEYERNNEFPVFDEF
# NPYLR7 ag = activates Aedes aegypti NPYLR7 receptor; HEK293T NPYLR7/Galpha15, GCaMP6s calcium fluorescence; activation, % at 10 µM; 270,000 tested, 0.15% active; in the data active = activation above about 40%;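 note: 0% = vehicle and 100% = reference agonist at the receptor; some compounds past the cut are filed as inactive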
# mcGAS inh = blocks mouse cGAS activity. recombinant cGAS, Kinase-Glo ATP depletion luminescence. inhibition, % at 12.5 µM. 160,000 tested, 0.15% active;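 note: 0% = negative control wells and 100% = reference inhibitor with no enzyme activity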
# * marks the source's active call; other numbers are inactive results; / = not tested or not shown. Cut-off read from the data, not from the text of the source, unless noted: active = inhibition above about 40%; inactive = the rest. Outcome played no part in choosing rows; any-hit rate near 0.27%.
SMILES,hcGAS inh,NPYLR7 ag,mcGAS inh
CC1Cc2ccccc2N1C(=O)Cc1cc(-c2cc3ccccc3o2)on1 (stereo unspecified),-6,9,-7
CCc1nc(CC)n(Cc2nc(-c3cccs3)no2)n1,-3,/,-12
COc1ccc(Cl)c2sc(N3CCN(C(=O)c4cccs4)CC3)nc12,-4,13,/
CC(=O)SCC(=O)C(C#N)c1nc2ccccc2n1C (stereo unspecified),-7,13,-4
COCCN(CC(=O)N(CCc1c[nH]c2ccccc12)Cc1ccc(C)cc1)C(=O)NCc1ccccc1,10,-2,3
CCOC(=O)c1cc(-c2cccc(NC(=O)c3cc(C)nn3C(C)(C)C)c2)n(-c2ccc(F)cc2)n1,-6,2,-7
CN(Cc1cc2n(n1)CCNC2)CC1(N2CCOCC2)CCCCC1,-9,14,/
CSCCC(C)NC(C(N)=O)c1ccc(Br)cc1F (stereo unspecified),2,0,/
COCCNC(=O)C1CCCN(C2CCN(C(=O)Cc3cccs3)CC2)C1 (stereo unspecified),-8,7,-9
CC(C)(C)NC(=O)CSc1nnc(-c2cccnc2)o1,-1,10,1
Cc1oc2c3c(ccc2c(=O)c1-c1ccccc1)OCN(CCc1cccs1)C3,-4,-3,-8
O=C(Nc1ccc(Nc2cc(-n3ccnc3)ncn2)cc1)c1cccc2ccccc12,-4,-20,-10
N[C@H]1CN[C@H](C(=O)N(CCc2ccccc2)Cc2ccco2)C1,-11,13,-11
CC(SCc1nc(N)nc(N(C)C)n1)c1ccccc1Cl (stereo unspecified),-8,3,-7
O=C(CCC1CCN(C(=O)c2ccsc2)CC1)N1CCC(Cc2ccccc2)CC1,-7,9,-9
COc1cccc(OCc2ccccc2)c1C(=O)NC1CCC(C(C)(C)C)CC1 (stereo unspecified),-9,1,-5
C=CCn1c(SCC(=O)Nc2ccc(OCC)cc2)nc2sc3c(c2c1=O)CCCC3,-4,-5,-5
Clc1ccc2c(c1)c1nc3ccccc3nc1n2Cc1nc2ccccc2o1,-6,1,/
Fc1cccc(-c2nc(CNc3ncc(Cl)cn3)[nH]c2-c2ccccn2)c1,-4,-3,-17
O=C(CNC(=O)c1ccccc1F)N=Nc1c(O)[nH]c2ccc([N+](=O)[O-])cc12,1,-1,-4
COc1cc(C(=O)NCC(c2ccc(N(C)C)cc2)N2CCc3ccccc32)c([N+](=O)[O-])cc1OC (stereo unspecified),-8,0,/
O=C(NCCCn1ccnc1)NC12CC3CC(CC(C3)C1)C2,-10,/,-5
CN(C)c1ccc(/C=N\NC(=O)CNC(=O)COc2ccc3c(c2)CCCC3)cc1,4,9,/
CCN(CC)c1ncccc1CNC(=O)c1cc(-c2cccn2C)n[nH]1,-4,-1,-14
COc1ccc(NS(=O)(=O)c2ccc3nc(C)c(C)nc3c2)cc1,-14,14,-5
SMILES,hcGAS inh,NPYLR7 ag,mcGAS inh
CN(C)Cc1cc(CN(C)C)c(O)c(-c2ccccc2)n1,-5,2,-8
COc1ccc(CNC(=O)C(C)Oc2ccc3c(c2)OCCO3)cc1OC (stereo unspecified),1,5,/
COC(=O)c1ccc(C)c(NC(=O)CSCc2ccc3c(c2)OCO3)c1,-4,8,/
COc1ccccc1OCC(=O)NCC1CCCN(Cc2ccc(O)c(Cl)c2)C1 (stereo unspecified),-5,3,/
Cc1cccc(NC(=O)CCn2cnc(-c3ccccc3)c2-c2cnc(C)[nH]2)c1,-5,3,-13
CCC(=O)c1ccc(OCC(=O)c2cc(C)n(Cc3ccco3)c2C)cc1,-8,12,-7
C=CCN(CC=C)C(=O)C1CC2CCC1C2 (stereo unspecified),-5,-4,/
Cc1cc(C)n(CCC(=O)N2CCN(CC3CCCO3)CC2)c(=O)n1 (stereo unspecified),5,/,0
CCn1c(C)cc(C(=O)N2C[C@H]3CC[C@@H]2CN(S(=O)(=O)N(C)C)C3)c1C,-5,/,0
CN(C)C(CNc1ncc(C(N)=O)cc1Cl)c1ccccc1 (stereo unspecified),-12,3,/
COC(=O)CC1C(=O)NCCN1Cc1nc(-c2ccc(OC)c(C)c2)oc1C (stereo unspecified),-5,7,/
COCC(C)NC(=O)c1sc2nc(C3CC3)nc(C)c2c1C (stereo unspecified),1,0,/
Cc1ccc(-c2ccccc2CN2CCC(CNS(C)(=O)=O)C2)o1 (stereo unspecified),-1,/,-17
CONC(=O)C1CCN(S(=O)(=O)c2ccc(C)cc2)CC1,-7,2,-7
Cc1ccc(-n2[nH]c(C(C)C)c(-c3ccc(NC(=O)c4cccc(Br)c4)cc3)c2=O)cc1,-5,25,-6
COC(=O)[C@@H]1C[C@@H](O)CN1C(=O)CCSc1ccc2c(c1)OCCO2,-5,2,-13
COCCN1C(=O)N(Cc2cccc(OC)c2)C(=O)C12CCN(C/C=C/c1ccccc1)CC2,-16,13,-5
C=CCC(O)(CC=C)c1ccc(CN(Cc2cccc(F)c2)CC2CCCO2)o1 (stereo unspecified),-2,-6,0
O=C(/C=C/c1ccccc1)N1CCCC(CCC(=O)N2CCN(Cc3ccccc3)CC2)C1 (stereo unspecified),-5,14,/
Cc1cn(CC(=O)N2CCC3(CCCN(C)CC3)CC2)c(=O)[nH]c1=O,-8,14,/
O=c1c2cnc3ncnn3c2ccn1-c1ccc2c(c1)OCCO2,-9,1,/
Cc1ccccc1-n1nc2c(c1NC(=O)C13CC4CC(CC(C4)C1)C3)CS(=O)(=O)C2,-8,-3,/
Cc1cn(C2OC(COC(=O)c3ccccc3)C(O)C2O)c(=O)[nH]c1=O (stereo unspecified),5,-4,/
CC(C)(C)NC(=O)CC12CC3CC(C1)CC(CC(=O)NC(C)(C)C)(C3)C2,-9,-4,/
O=C(C1CCOCC1)N1CCC(CO)(Cc2ccccc2Cl)CC1,-3,7,/

# Quoted from the entries so far, 16 compounds:
SMILES,hcGAS inh,NPYLR7 ag,mcGAS inh
CC1Cc2ccccc2N1C(=O)Cc1cc(-c2cc3ccccc3o2)on1 (stereo unspecified),-6,9,-7
CCc1nc(CC)n(Cc2nc(-c3cccs3)no2)n1,-3,/,-12
COc1ccc(Cl)c2sc(N3CCN(C(=O)c4cccs4)CC3)nc12,-4,13,/
CC(=O)SCC(=O)C(C#N)c1nc2ccccc2n1C (stereo unspecified),-7,13,-4
COCCN(CC(=O)N(CCc1c[nH]c2ccccc12)Cc1ccc(C)cc1)C(=O)NCc1ccccc1,10,-2,3
CCOC(=O)c1cc(-c2cccc(NC(=O)c3cc(C)nn3C(C)(C)C)c2)n(-c2ccc(F)cc2)n1,-6,2,-7
CN(Cc1cc2n(n1)CCNC2)CC1(N2CCOCC2)CCCCC1,-9,14,/
CSCCC(C)NC(C(N)=O)c1ccc(Br)cc1F (stereo unspecified),2,0,/
COCCNC(=O)C1CCCN(C2CCN(C(=O)Cc3cccs3)CC2)C1 (stereo unspecified),-8,7,-9
CC(C)(C)NC(=O)CSc1nnc(-c2cccnc2)o1,-1,10,1
Cc1oc2c3c(ccc2c(=O)c1-c1ccccc1)OCN(CCc1cccs1)C3,-4,-3,-8
O=C(Nc1ccc(Nc2cc(-n3ccnc3)ncn2)cc1)c1cccc2ccccc12,-4,-20,-10
N[C@H]1CN[C@H](C(=O)N(CCc2ccccc2)Cc2ccco2)C1,-11,13,-11
CC(SCc1nc(N)nc(N(C)C)n1)c1ccccc1Cl (stereo unspecified),-8,3,-7
O=C(CCC1CCN(C(=O)c2ccsc2)CC1)N1CCC(Cc2ccccc2)CC1,-7,9,-9
COc1cccc(OCc2ccccc2)c1C(=O)NC1CCC(C(C)(C)C)CC1 (stereo unspecified),-9,1,-5

# (further entries)
SMILES,hcGAS inh,NPYLR7 ag,mcGAS inh
NC(=O)c1cnc2n1CCN(C(=O)c1cnn3ccccc13)C2,-6,12,/
O=C(CN(c1cccc([N+](=O)[O-])c1)S(=O)(=O)c1ccccc1)NCCSc1ccccn1,3,-17,1
O=C(NCCC(F)(F)F)c1cnc(N2CCNC2=O)o1,-3,1,/
COc1ccc(OC)c(-c2cc(C(=O)N3CCC(C(=O)Nc4nccs4)CC3)[nH]n2)c1,-10,-2,/
COc1ccccc1N1CCN(CCN(C(=O)c2ccc(I)cc2)c2ccccn2)CC1,-1,0,-1
O=C(Nc1ccccc1N1CCCC1)N1CCC(c2ccccc2)CC1,7,-6,/
COc1ccc(CCN(Cc2sccc2C)C(=O)CN(CC(C)C)C(=O)Nc2ccccc2C(F)(F)F)cc1OC,-9,-5,-5
Cc1ccc(-n2ncc3c(=O)n(NC(=O)C(C)Oc4ccccc4)cnc32)cc1 (stereo unspecified),1,8,/
NC(=O)CSc1ccc(NC(=O)c2cccc(F)c2)nn1,7,-1,/
Cc1cccc(-c2cc(N)n(-c3ccc(C(=O)NCCNc4ccc([N+](=O)[O-])cn4)cc3)n2)c1,-4,2,-2
COCCn1c(C)cc(O)c(C(c2ccccc2Cl)N2CCN(C)CC2)c1=O (stereo unspecified),-6,11,/
N#C/C(=C\c1ccc(Cl)cc1)c1nn(CCO)c(N)c1C#N,0,2,/
COc1ccc2nc(-c3cccc(NS(=O)(=O)c4ccc(Cl)s4)c3)cn2n1,-6,-9,-9
Cc1cc(NC(=O)CSc2nnc(SCC(=O)Nc3cc(C)on3)s2)no1,-7,0,/
CSc1ccnc2cc(C(F)(F)F)ccc12,8,-9,/
Oc1ccc2ccccc2c1C=NN1CCOCC1,-6,-1,/
CC(c1ccccc1)n1c(=O)c(C(=O)O)nn(-c2ccccc2)c1=O (stereo unspecified),2,11,/
O=C(CCc1ccco1)N1CCCC1c1ncc(-c2ccccc2Cl)[nH]1 (stereo unspecified),-11,0,/
CCOc1ccc(C(=O)NCCn2nc(-c3ccc(OC)cc3)ccc2=O)cc1,-3,-2,-8
CN1CCC(NC2CCSCC2)CC1,-9,7,-15
O=C(Cc1ccc2c(c1)OCO2)N1CCc2c([nH]c3ccccc23)C1c1ccccn1 (stereo unspecified),-1,5,/
CN(Cc1nc(-c2ccccn2)no1)C1CCOC1 (stereo unspecified),2,-5,/
CCS(=O)(=O)c1cccc(C(=O)N(CCN(C)C)c2nc3ccc(F)cc3s2)c1,-6,-2,-6
CCOC(=O)C1=c2/c(=C/c3cccs3)c(N)c(C(=O)OC)n2C(=O)C(c2cccs2)S1 (stereo unspecified),-1,15,-2
Cn1cccc1CC(=O)NNS(=O)(=O)c1ccc(Cl)cc1F,0,4,/
SMILES,hcGAS inh,NPYLR7 ag,mcGAS inh
CC(C)COCC(O)CN(CCc1nc(-c2ccc3c(c2)OCO3)no1)CC(C)C (stereo unspecified),1,2,-1
CCc1[nH]c2ccc(CNC(=O)C(=O)N3CCOCC3)cc2c1C,-4,2,-18
Cc1cccc(-c2noc(N3CCOCC3)c2CN(CC2CC2)C(=O)c2ccc(Cl)cc2)c1,-1,5,-2
CC(Oc1ccccc1)C(=O)N1CCN(C2c3ccccc3CCc3ccccc32)CC1 (stereo unspecified),-6,18,-6
Cc1cc2cc(CNS(=O)(=O)c3ccccc3)ccc2n1C,5,1,/
Cc1ccsc1-c1cc(C(=O)O)cc(S(=O)(=O)NCC2CCCO2)c1 (stereo unspecified),0,0,/
CN(C)c1nnc(C(O)c2c(F)c(F)c(F)c(F)c2F)s1 (stereo unspecified),-2,6,-4
CN(CCOc1cccc(C#N)c1)C1CCCCC1S(C)(=O)=O (stereo unspecified),-5,5,/
O=C(Nc1ccccc1C(F)(F)F)N(CC(=O)N1c2ccccc2-n2cccc2C1c1ccc(F)cc1)C1CC1 (stereo unspecified),1,27,-3
CN(CC(O)COc1ccccc1CN1CCC(c2ccncc2)CC1)C1CCCCC1 (stereo unspecified),-8,6,/
Cc1ccc(CN(C)C(=O)C2CCC(=O)N(C3CCCCCC3)C2)cc1 (stereo unspecified),-7,4,/
COC(=O)c1ccc(Cn2c(-c3nnc(C(C)C)o3)cc3ccccc32)cc1,-3,-1,-1
Cc1ccsc1C(=O)Nc1ccccc1NS(=O)(=O)c1cccs1,-9,7,-15
Cc1cc(C)c(-c2csc(NC(=O)CCCCl)n2)c(C)c1,-6,3,/
O=C(N1CCC(Cc2ccc(-n3cccc3)cc2)CC1)C(Cl)(Cl)Cl,-6,4,-5
CCOc1ccccc1C(=O)NNc1cc(=O)n(C)c(=O)n1C,-4,3,-7
CC1CCc2sc(C(=O)NN3C(=O)NC4(CCCCC4)C3=O)cc2C1 (stereo unspecified),-3,21,-6
COc1ccccc1-c1nnc(SCc2ccccc2C(F)(F)F)n1-c1ccccc1,-3,1,-5
CCn1ncnc1CN1CC[C@@H](c2ccc3c(c2)OCO3)[C@H](O)C1,-9,12,/
COc1cc(F)ccc1NC(=O)NCc1cn2c(n1)CCCC2,-2,-11,/
COc1ccc(CC(=O)Nc2cc(C(N)=O)cc(F)c2C)c(OC)c1,3,5,/
Cc1cc2ncc(C(=O)NC3CCOc4ccccc43)c(C)n2n1 (stereo unspecified),2,-1,/
Cc1ccc(N2CN(CC(=O)NC3CCc4ccccc43)S(=O)(=O)c3cccnc32)cc1 (stereo unspecified),-4,-1,/
CC(C)(C)c1cc2nc(-c3ccccc3F)cc(C(=O)N3CCN(c4cccc(Cl)c4)CC3)n2n1,-5,-10,-5
CC1(C(=O)NS(=O)(=O)c2ccc(F)cc2F)CCN1C(=O)C1(c2ccc(Cl)cc2)CC1 (stereo unspecified),-10,3,/
SMILES,hcGAS inh,NPYLR7 ag,mcGAS inh
COc1ccc(OC(F)(F)F)cc1CC1(C)C(=O)Nc2ccc(F)cc21 (stereo unspecified),1,2,1
Cc1ccsc1-c1nccn1CCc1ccccn1,-12,-6,/
COn1c(=O)c(-c2ccc(I)cc2)[n+]([O-])c2ccccc21,3,1,/
Cc1csc(C(C#N)C(=O)COC(=O)c2c(F)cccc2Cl)n1 (stereo unspecified),-8,5,/
Cc1cc(C(=O)Nc2cc(C)nn2-c2nc3ccc(F)cc3s2)n(C)n1,-3,-11,-4
CCOc1ccccc1-n1c(CCN)n[nH]c1=O,-2,-2,/
Cc1ccccc1CCC1CCCN(CC(=O)Nc2cnn(C)c2)C1 (stereo unspecified),-5,-2,/
